Screening data deposited in PubChem BioAssay by several laboratories.
NRP1-CendR mod = alters CendR peptide binding to human NRP-1; actives 0.85% (n = 360,000); FAM-RPARPAR peptide binding to NRP-1, fluorescence polarization; O14786; inhibition, % at 25 µM;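 active means inhibition or corrected inhibition above about 18%, plus a signal ratio from 0.5 to 1.5, limit read from the data, passing the limit was not always enough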; further: strong numbers were not always called active
Rin1-Abl PPI inh = inhibitors of human Rin1-Abl protein interaction | AID 588664 | actives 0.4% (n = 360,000) | inhibition, % at 7.35 µM | P00519+Q13671 | TR-FRET Rin1/Abl binding, biochemical; in the data active means inhibition above about 5%, passing the limit was not always enough
E coli Lon inh = inhibits E. coli Lon protease. P0A9M0. purified E. coli Lon protease, fluorescence polarization. inhibition, % at 7.94 µM. actives 0.42% (n = 360,000); in the data active means inhibition above about 13%, passing the limit was not always enough;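 further: 0% = enzyme with probe and DMSO and 100% = no enzyme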
SKN-1 block = blocks SKN-1 activity in C. elegans; AID 624304; actives 0.49% (n = 360,000); C. elegans VP596 Pgst-4::GFP/RFP ratio, acrylamide-induced, 24 h; inhibition, % at 21.8 µM;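 active means interference check ratio from 0.5 to 1.5 plus GFP to RFP signal ratio inhibition reaching or exceeding a fixed threshold, cut at about 30% in these data, passing the limit was not always enough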; further: some compounds called inactive have numbers as strong as hits
MT1-MMP act inh = blocks activation of human MT1-MMP; HT1080 RFP-PRO-GFP cells, GFP/RFP ratio fluorescence, overnight; percent of plate control window, DMSO zero; actives 0.061% (n = 360,000); AID 651647; GFP/RFP ratio change, % at 20 µM; P50281;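 active means GFP/RFP ratio change of at least 30% with cell ATP level not reduced by more than half and red fluorescence within 50% of control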; further: strong numbers were not always called active
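Assay system: HT1080 RFP-PRO-GFP cells. Benchmarks: DMSO vehicle wells and RFP-L50D-GFP reporter cell wells. Times: overnight cell settling, then overnight compound exposure, 37 °C, 5% CO2. Compound: 20 µM single dose, 1% DMSO. Read-out basis: GFP/RFP fluorescence ratio.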
MsrA inh = inhibits bovine methionine sulfoxide reductase A; actives 0.75% (n = 360,000); purified bovine MsrA, absorbance read-out; inhibition, % at 15.5 µM; in the data active means inhibition above about 4.5%;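 further: 0% = vehicle wells with enzyme and 100% = reference inhibitor wells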
FAS TE block = inhibitors of human fatty acid synthase thioesterase domain; actives 0.67% (n = 360,000); recombinant FAS-TE, OMFH fluorogenic substrate, fluorescence endpoint; inhibition, % at 15 µM;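 active means compounds whose normalised, plate-corrected inhibition of enzyme fluorescence in the single-dose primary screen is 50% or more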;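 further: 0% = DMSO with enzyme and 100% = substrate without enzyme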
Target sequence (P49327 whole entry, looked up, the tested form may be a part): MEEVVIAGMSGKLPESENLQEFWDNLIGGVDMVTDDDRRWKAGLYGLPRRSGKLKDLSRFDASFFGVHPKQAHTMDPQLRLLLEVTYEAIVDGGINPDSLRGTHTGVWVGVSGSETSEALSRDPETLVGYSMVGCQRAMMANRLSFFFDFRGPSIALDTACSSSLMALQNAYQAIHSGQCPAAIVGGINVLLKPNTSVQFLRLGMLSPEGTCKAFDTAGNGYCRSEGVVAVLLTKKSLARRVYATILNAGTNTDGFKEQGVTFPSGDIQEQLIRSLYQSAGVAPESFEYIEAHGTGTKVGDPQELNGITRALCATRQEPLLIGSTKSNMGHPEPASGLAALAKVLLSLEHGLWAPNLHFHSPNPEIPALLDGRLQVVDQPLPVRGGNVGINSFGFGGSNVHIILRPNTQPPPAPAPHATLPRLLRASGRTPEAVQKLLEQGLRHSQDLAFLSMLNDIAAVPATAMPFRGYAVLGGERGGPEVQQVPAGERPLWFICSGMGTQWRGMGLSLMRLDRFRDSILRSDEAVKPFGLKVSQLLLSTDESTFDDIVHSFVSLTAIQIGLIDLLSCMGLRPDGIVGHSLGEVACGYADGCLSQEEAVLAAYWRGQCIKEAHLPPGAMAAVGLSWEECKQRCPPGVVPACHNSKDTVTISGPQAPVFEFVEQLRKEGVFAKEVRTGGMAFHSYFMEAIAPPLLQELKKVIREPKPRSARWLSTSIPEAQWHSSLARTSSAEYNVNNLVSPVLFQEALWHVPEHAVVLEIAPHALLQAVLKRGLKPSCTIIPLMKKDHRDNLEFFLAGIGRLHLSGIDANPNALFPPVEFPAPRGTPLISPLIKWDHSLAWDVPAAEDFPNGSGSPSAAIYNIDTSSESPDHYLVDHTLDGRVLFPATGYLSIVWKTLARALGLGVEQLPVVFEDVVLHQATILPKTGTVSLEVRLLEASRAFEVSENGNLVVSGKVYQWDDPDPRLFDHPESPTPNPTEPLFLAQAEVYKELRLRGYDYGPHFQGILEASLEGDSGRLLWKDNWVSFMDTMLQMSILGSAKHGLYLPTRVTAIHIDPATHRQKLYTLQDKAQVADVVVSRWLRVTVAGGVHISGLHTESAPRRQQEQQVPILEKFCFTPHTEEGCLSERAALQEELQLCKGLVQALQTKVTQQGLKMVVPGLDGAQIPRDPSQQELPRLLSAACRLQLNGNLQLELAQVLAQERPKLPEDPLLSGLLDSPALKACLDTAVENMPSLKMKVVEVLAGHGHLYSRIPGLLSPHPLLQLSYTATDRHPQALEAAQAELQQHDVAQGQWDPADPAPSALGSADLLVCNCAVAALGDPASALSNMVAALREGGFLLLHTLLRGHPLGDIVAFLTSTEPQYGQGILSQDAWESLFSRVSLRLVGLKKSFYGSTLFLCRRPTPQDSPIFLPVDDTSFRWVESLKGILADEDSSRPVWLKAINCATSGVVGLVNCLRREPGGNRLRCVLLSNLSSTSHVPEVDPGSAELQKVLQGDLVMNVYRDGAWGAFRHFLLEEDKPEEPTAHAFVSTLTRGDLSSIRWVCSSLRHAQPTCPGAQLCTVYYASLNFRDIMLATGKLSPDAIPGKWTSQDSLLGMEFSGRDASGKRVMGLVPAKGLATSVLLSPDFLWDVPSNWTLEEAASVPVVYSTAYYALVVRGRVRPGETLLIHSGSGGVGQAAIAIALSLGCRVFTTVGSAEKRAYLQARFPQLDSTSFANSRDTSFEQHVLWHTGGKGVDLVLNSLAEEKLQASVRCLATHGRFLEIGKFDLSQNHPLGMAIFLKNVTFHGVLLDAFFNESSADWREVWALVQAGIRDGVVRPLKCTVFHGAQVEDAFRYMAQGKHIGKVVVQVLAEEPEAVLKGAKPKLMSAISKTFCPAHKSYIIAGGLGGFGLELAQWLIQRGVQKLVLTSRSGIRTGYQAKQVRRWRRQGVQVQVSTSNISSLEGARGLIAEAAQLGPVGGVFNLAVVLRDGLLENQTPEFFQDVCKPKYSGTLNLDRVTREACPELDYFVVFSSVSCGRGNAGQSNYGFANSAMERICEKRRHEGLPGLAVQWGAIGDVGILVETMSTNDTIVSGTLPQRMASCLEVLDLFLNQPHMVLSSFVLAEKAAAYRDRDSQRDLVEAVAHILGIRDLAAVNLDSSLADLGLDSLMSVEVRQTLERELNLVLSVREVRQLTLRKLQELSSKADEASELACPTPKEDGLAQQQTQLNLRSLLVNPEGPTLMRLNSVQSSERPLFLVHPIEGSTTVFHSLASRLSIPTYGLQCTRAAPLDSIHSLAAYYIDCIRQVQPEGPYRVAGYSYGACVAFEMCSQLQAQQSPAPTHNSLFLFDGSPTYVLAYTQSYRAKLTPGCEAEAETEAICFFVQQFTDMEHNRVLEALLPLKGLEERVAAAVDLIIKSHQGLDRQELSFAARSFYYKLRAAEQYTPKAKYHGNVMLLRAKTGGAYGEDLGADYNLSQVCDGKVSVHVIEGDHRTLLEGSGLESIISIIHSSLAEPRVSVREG
bovine MsrA act = activators of bovine methionine sulfoxide reductase A; actives 0.3% (n = 360,000); activation, % at 10.6 µM; purified bovine MsrA, absorbance read-out; in the data active means activation above about 7.5%;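 further: 0% = vehicle and 100% = reference activator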
Neddylation inh = blocks human cullin neddylation | P61081+Q13564 | TR-FRET cullin neddylation, biochemical | calls only at 25 µM | actives 0.58% (n = 360,000) | AID 651699; in the data active means inhibition above about 36%
* = called active by the depositor; i = inactive; · = no result given.

The opening 4 records (preview)
SMILES	NRP1-CendR mod	Rin1-Abl PPI inh	E coli Lon inh	SKN-1 block	MT1-MMP act inh	MsrA inh	FAS TE block	bovine MsrA act	Neddylation inh
CCC(C)[C@H](NC(=O)OC(C)(C)C)C(=O)N/N=C/c1cccc2nccnc12 (some centres undefined)	-9	-5	-2	-4	7	2.3	-4	0	i
Cc1cccc2sc(NC(=O)CCn3cccc3)nc12	-12	5	10	1	-1	1.1	0	-12	i
COC(=O)COc1ccccc1/C=C1/NC(=O)NC1=O	3	-4	-3	13	1	4.5	-14	-4	i
CCOC(=O)N1CCC(N2CCN(S(=O)(=O)c3ccc4ccccc4c3)CC2)CC1	-3	-8	-5	99	4	0.4	5	-6	i

The whole of this part, from the first entry:
SMILES	NRP1-CendR mod	Rin1-Abl PPI inh	E coli Lon inh	SKN-1 block	MT1-MMP act inh	MsrA inh	FAS TE block	bovine MsrA act	Neddylation inh
CCC(C)[C@H](NC(=O)OC(C)(C)C)C(=O)N/N=C/c1cccc2nccnc12 (some centres undefined)	-9	-5	-2	-4	7	2.3	-4	0	i
Cc1cccc2sc(NC(=O)CCn3cccc3)nc12	-12	5	10	1	-1	1.1	0	-12	i
COC(=O)COc1ccccc1/C=C1/NC(=O)NC1=O	3	-4	-3	13	1	4.5	-14	-4	i
CCOC(=O)N1CCC(N2CCN(S(=O)(=O)c3ccc4ccccc4c3)CC2)CC1	-3	-8	-5	99	4	0.4	5	-6	i
CCCOP(=O)(c1ccc(N(C)C)cc1)C(Nc1ccccc1)c1ccc(C)cc1 (centres undefined)	6	1	-3	6	-6	-1.8	22	-1	i
CCC(C)c1ccccc1NC(=O)CN(C)CC(=O)Nc1ccccc1SC (centres undefined)	2	1	4	-2	0	0.9	-5	-1	i
O=S(=O)(NCc1ccc2c(c1)OCO2)c1ccccc1F	-9	-2	0	-10	1	0.7	1	-5	i
N#CCOc1ccccc1CNC[C@H]1O[C@@H](n2cnc3c(=O)[nH]c(N)nc32)[C@H](O)[C@@H]1O	3	4	5	11	1	0.8	-7	-2	i
COc1cc(OC)cc(-c2nnc(SCC(=O)N(C(C)C)C(C)C)o2)c1	3	-2	0	9	2	-0.7	6	-1	i
CN(C)C(CNC(=O)c1ccc([N+](=O)[O-])cc1Cl)c1ccco1 (centres undefined)	-4	-1	7	12	-1	-1.5	2	-2	i
Cc1ccc(NC(=O)N2CCCC2c2cccs2)cc1 (centres undefined)	8	3	-6	8	-1	0.1	-2	-4	i
O=C(NCc1ccc(F)cc1)c1ccc(N2CCc3ccccc32)c([N+](=O)[O-])c1	3	-2	9	13	3	-0.2	14	0	i
COC(=O)C1=C(C(=O)OC)SC(=C2C(=S)C(C)(C)N(C(=O)C(C)C)c3ccccc32)S1	1	0	-14	9	31*	-1.0	35	-3	i
NS(=O)(=O)c1ccc(CNC(=O)c2ccc(Cl)c(S(=O)(=O)NCc3ccccc3)c2)cc1	-2	1	-5	1	3	0.9	-1	-4	i
COc1cc(CNC2CCCC2)c(Br)cc1OCc1ccccc1	-7	0	2	29	2	0.4	-4	-1	i
NC(=O)C1CCN(C(=O)c2ccc(CS(=O)(=O)c3c(Cl)cccc3Cl)o2)CC1	8	-4	-2	-2	-2	-0.5	-5	-1	i
CNC(=O)OCc1cccc(COC(=O)NC)n1	2	-1	3	7	6	-0.6	-8	4	i
COc1cccc(NC(=O)CSc2nnc(-c3ccco3)c(-c3ccco3)n2)c1	-29	-2	15	9	-8	2.2	0	-5	i
O=C(NC(=S)Nc1ccc(C(F)(F)F)cc1)c1csnn1	2	-1	-7	6	5	1.1	-3	0	i
CN(CCOc1ccccc1)C(=O)c1ccc(OC2CCN(C(=O)C3CC3)CC2)cc1	-15	0	-1	-11	7	-0.6	-5	-2	i
O=C1C2C3C=CC(C4CC34)C2C(=O)N1CCCCN1CCN(c2ccc(F)cc2)CC1 (centres undefined)	6	3	1	6	-4	0.7	-3	-2	i
C[C@H](CO)N1C[C@H](C)[C@@H](CN(C)C(=O)NC2CCCCC2)Oc2c(NC(=O)c3ccncc3)cccc2C1=O	18	3	-4	9	10	0.3	0	-13	i
N#Cc1ccccc1Sc1ccccc1C(=O)Nc1ccc(Br)cc1	-1	-4	2	-12	3	0.1	51*	-11	i
Cc1ccc(N(C)C(=O)C2CCN(S(=O)(=O)c3ccc4c(c3)oc(=O)n4C)CC2)cc1	0	2	-6	-17	-2	0.0	12	-2	i
CS(=O)(=O)N1CCN(C(=O)Cc2cccs2)CC1	-5	-1	-5	-4	1	-0.2	-6	-6	i
CSc1nc(N)nc(C(C)C)n1	-5	0	0	13	0	-1.4	-7	-3	i
Cc1ccc(O)c(C(=O)c2cnc3c(c2)c(C)nn3C)c1	1	0	12	-7	0	3.2	8	-4	i
CC(=O)Nc1ccc(C(=O)Nc2cccc(S(=O)(=O)N(C)c3ccccc3)c2)cc1	26*	-1	4	2	7	-0.3	0	-2	i
COc1cc(C(=O)NC(C)c2cc(C)ccc2C)ccc1OCC(=O)N1CCOCC1 (centres undefined)	1	-2	-5	-10	1	0.2	-7	-3	i
CCn1cc(C2C3=C(CC(C)(C)CC3=O)N(c3ccc(C)cc3)C3=C2C(=O)CC(C)(C)C3)c(C)n1	-9	-2	-5	-10	4	0.2	-4	-3	i
CCOC(=O)Cc1csc(NS(=O)(=O)c2ccc(F)cc2)n1	-7	1	4	-14	-3	-0.6	0	-2	i
Cc1cccc(OCCCCCN2CCOCC2)c1C	12	-1	-15	6	3	0.3	-4	-1	i
CCOC(=S)SCc1cn2ccccc2n1	2	1	1	3	6	0.3	-5	-2	i
O=C1C2C3C=CC(C4CC34)C2C(=O)N1/N=C/c1ccc([N+](=O)[O-])s1 (centres undefined)	-6	1	-3	5	1	1.5	-17	-4	i
N#Cc1ccc(CSCC(=O)NN=C2CCCC2)cc1	8	2	-5	-10	0	-0.9	-7	-2	i
O=C(COC(=O)CSc1ccc(Cl)cc1)Nc1ccc2[nH]c(=O)[nH]c2c1	-1	1	3	-8	1	-0.2	-4	-8	i
Cc1ccccc1CN(c1ccc(C(=O)Nc2ccccc2C(=O)NCc2ccco2)cc1)S(C)(=O)=O	9	4	-1	9	0	1.6	34	-4	·
O=C(N/N=C/c1cccc(Br)c1)c1ccc(Cn2cc(Br)cn2)o1	-9	3	-2	-1	-3	0.9	18	3	i
Cc1ccc(C(=O)NCCCNC(=O)c2ccccn2)cc1	9	0	9	3	1	0.1	-4	0	i
Oc1ccccc1C1=NN(c2ccccc2)C(c2ccccc2)C1 (centres undefined)	17	2	-3	14	-2	1.5	25	-4	·
CN(C)S(=O)(=O)c1cccc(C(=O)Nc2ccccc2[N+](=O)[O-])c1	6	2	-6	3	-5	1.1	-4	-2	i
O=C1C=C(O)C(n2cncn2)C(c2ccc(F)cc2)C1 (centres undefined)	1	1	-1	5	2	-0.2	-5	-2	i
Cc1ccc(S(=O)(=O)CCC(=O)OCC(=O)NCC(=O)Nc2c(C)cc(C)cc2C)cc1	6	2	-2	-3	2	-0.2	-4	-5	i
C/C(=N\Nc1c([N+](=O)[O-])c(C)nn1C)c1ccc(F)cc1F	2	1	12	4	-10	0.3	8	-2	i
COc1cc(C(=O)N=C2SC3CS(=O)(=O)CC3N2c2ccccc2)cc(OC)c1OC (centres undefined)	8	1	-4	2	-4	0.8	-16	-2	i
O=C(CN(Cc1ccc(F)cc1)C(=O)CCC(=O)Nc1ccccn1)NCc1ccc(F)cc1	-1	-1	9	10	-1	0.2	-2	-6	i
O=S1(=O)CCO[C@H]2Cc3ccccc3[C@H]2N1Cc1cccc(C(F)(F)F)c1	4	0	-3	4	5	-0.5	29	-3	i
COc1ccc(N(C(=O)c2snc(C(N)=O)c2N)C(C(=O)NC2CCCC2)c2ccc(OC)c(OC)c2)cc1 (centres undefined)	-3	0	3	3	-2	-0.3	7	0	i
COc1ccc(CCN(C)CC(O)COc2ccc(C(C)=O)cc2OC)cc1OC (centres undefined)	2	4	-5	9	1	0.3	-3	-1	i
COc1ccc(C(=O)C2CCCN(C(=O)CCC3=NNC(=O)CC3)C2)c(C)c1 (centres undefined)	0	4	2	-3	-6	2.7	-5	-2	i
COc1cccc(N(CC(=O)NCC2CCCO2)C(=O)CCC(=O)Nc2nccs2)c1 (centres undefined)	-2	-2	-5	3	0	1.6	-6	-1	i
O=C(CSC1=NC(=O)C(Cc2ccccc2)C(=O)N1)NC1CCCCC1 (centres undefined)	14	-1	-3	1	-4	0.5	-7	5	i
Cc1ccc(NC(=O)CSc2nnc(CNC(=O)c3cccs3)o2)cc1	12	2	1	-1	0	-0.1	-6	-3	i
COc1cc(C(=O)NCCCn2ccnc2)cc(OC)c1OC	6	1	4	-3	-2	-0.2	-10	-8	i
COc1ccc(N(Cc2cc3ccccc3[nH]c2=O)S(C)(=O)=O)cc1	8	0	3	1	-3	-1.2	-2	-6	i
CCOC(=O)c1cc(C(=O)c2cc(Cl)ccc2O)coc1=N	-23	5	-5	9	-9	1.2	0	0	i
O=C(NCC1CC1)c1ccc(-c2cn[nH]c2)c2ccoc12	5	-3	6	35*	0	-0.7	-5	-4	i
Cc1ccc(S(=O)(=O)N(C)C)cc1NC(=S)NC(C)CCC(C)C (centres undefined)	4	-1	-14	-2	5	-0.8	42	-1	i
CN(CC(=O)Nc1ccc(F)cc1)C(=O)c1cc(-c2ccco2)nc2ccccc12	-35	1	-37	11	-6	0.6	6	-3	i
Cc1ccc(C)c2c1sc(=NC(=O)CN1C(=O)CCC1=O)n2C	10	-4	-4	-1	1	-0.3	-6	-2	i

Other structures.
SMILES	NRP1-CendR mod	Rin1-Abl PPI inh	E coli Lon inh	SKN-1 block	MT1-MMP act inh	MsrA inh	FAS TE block	bovine MsrA act	Neddylation inh
Cc1ccc2nc(-c3ccc(Br)o3)oc(=O)c2c1	7	4	-4	-4	3	0.8	42	-5	i
O=C(CCN1CCCCC1)Nc1ccc(Br)cc1	6	-2	2	-30	10	0.0	-1	-4	i
Cc1c(NC(=O)C(=O)/C=C(/O)c2ccccc2)c(=O)n(-c2ccccc2)n1C	-5	1	-5	3	0	1.2	-10	0	i
CS(=O)(=O)N(CC(=O)NCc1ccncc1)c1cc(Cl)cc(Cl)c1	7	2	11	-15	-2	0.6	-4	-2	i
CC(=O)c1ccc(N2CCN(C(=O)c3cc(-c4cccnc4)nc4ccc(Br)cc34)CC2)cc1	4	-9	-2	-2	-3	0.1	18	-2	i
CCCCC(=O)NC(c1cccs1)c1cc(Cl)c2cccnc2c1O (centres undefined)	-1	3	10	8	-23	1.2	-1	-3	i
COc1ccccc1NC(=O)/C=C/c1ccc(OC)c(S(=O)(=O)N2CCOCC2)c1	-4	-5	-12	2	-3	1.2	2	-2	i
COc1cccc(C(=O)Nc2cccc(C(C)=O)c2)c1	-12	-3	-9	8	3	0.6	-9	-3	i
O=C(Nc1ccc(OCC(=O)N2CCOCC2)cc1)c1cccc(Cl)c1	19	2	-16	13	2	-0.3	-8	-4	i
N=C1C(c2ccccc2)=C(O)CN1c1cccc(S(=O)(=O)NCc2ccco2)c1	-13	-1	-5	4	4	0.1	-6	-3	i
CCOc1ccc(Oc2ccc(C(F)(F)F)cc2NC(=O)C2=COCCO2)cc1	5	0	11	-1	-5	-1.0	29	-1	i
COc1ccccc1N1CCN(C(=O)C2CCC(CNS(=O)(=O)c3ccc(NC(C)=O)cc3)CC2)CC1 (centres undefined)	-2	4	-2	3	2	-1.2	-4	-2	i
O=C(CSc1nc(-c2ccccc2)nc2ccc(F)cc12)Nc1cccc(C(=O)O)c1	-2	-2	-8	-1	-6	0.5	-3	-3	i
CCCCn1c(N)c(N(CCOC)C(=O)c2ccc(C)c(S(=O)(=O)N3CCOCC3)c2)c(=O)[nH]c1=O	4	2	2	17	0	0.9	-7	0	i
